Screening results (PubChem)
Vif-APOBEC3G blk = inhibitors of Vif-APOBEC3G interaction. Q9HC16. HeLa A3G-eYFP + Vif (tagged APOBEC3G with the HIV-1 protein that degrades it), YFP fluorescence, overnight. Potency, µM (highest dose often 46.1 µM), inactives show at the highest dose activity, negative = active, usual class: inhibitors. 410,000 tested, 0.076% active. AID 602310;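 note: potency is the fitted concentration of half-maximal effect; % is set by controls: 0 for no effect and ±100 for the full control effect; nearly all actives have a fitted effect of over 60% in size; hits raise eYFP signal because A3G escapes Vif-driven loss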
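HeLa cells stably expressing Vif and C-terminally eYFP-tagged A3G, seeded overnight at 37 deg C, then exposed to compound by pintool overnight at 37 deg C. Rise in yellow fluorescence (Ex 488/Em 500-530, Acumen) marks blocked Vif-driven A3G degradation.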
mIDH1 inhibitor = inhibitors of human mutant IDH1 R132H | 390,000 tested, 0.093% active | Potency, µM (top dose mostly 76.6 µM), without a hit: at the highest dose activity change, negative = inhibition, usual class: inhibitors | IDH1-R132H enzyme, NADPH consumption, diaphorase/resazurin fluorescence | AID 602179; note: potency is the fitted concentration of half-maximal effect; % is set by controls: 0 for no effect and ±100 for the full control effect; nearly all actives have a fitted effect of over 65% in size
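IDH1-R132H (0.5 ug/mL) preincubated 30 min with compound, then NADPH (0.016 mM) and alpha-KG (2 mM) added; 80 min at RT, pH 7.5. Remaining NADPH coupled via diaphorase/resazurin to fluorescence (540/590 nm); concentration-response curves normalized to no-enzyme control.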
RXFP1 ag = RXFP1 (human) receptor agonism. 370,000 tested, 0.3% active. AID 2676. Potency, µM (doses to about 57.5 µM), inactives show at the top dose activation, actives largely listed as activators. HEK293T-RXFP1 cAMP TR-FRET, 30 min; response scale: percent of porcine relaxin response, buffer zero; note: potency is the fitted concentration of half-maximal effect; % is set by controls: 0 for no effect and ±100 for the full control effect; nearly all actives have a fitted effect of over 60% in size; many of its hits are not listed in these tables
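HEK293 cells stably expressing RXFP1, treated 30 min at 37C with compounds plus PDE4 inhibitor Ro 20174; cAMP measured by HTRF TR-FRET. Normalized to buffer and 29 nM porcine relaxin; EC50 by Hill fit.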
USP1 inh = inhibitors of human USP1/UAF1 deubiquitinase; recombinant USP1/UAF1, Ub-Rhodamine cleavage fluorescence; Potency, µM (series often up to 57.1 µM), inactives show at the top dose activity change, negative = inhibition, usual class: inhibitors; 390,000 tested, 0.23% active; note: potency is the fitted concentration of half-maximal effect; % is set by controls: 0 for no effect and ±100 for the full control effect; nearly all actives have a fitted effect of over 60% in size; inactives centre near -12
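In this screen, compounds sit with the deubiquitinase complex (1nM) for 15 min at room temperature before Ub-Rho is added at 150nM final. Fluorescence rise is then followed for 6 reads every 60 seconds.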
PI4K2A block = PI4K2A (human) kinase inhibition; purified PI4K2A, ADP-Glo luminescence, 1 h; hits give low values; activity change, negative = inhibition, % at 76.9 µM; 420,000 tested, 0.13% active; AID 1346378; in the data active = activity change below about -50%; inconclusive = mostly about -30% to -49%;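 note: -100% = wells without enzyme as full effect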
Target sequence (Q9BTU6 whole entry, looked up): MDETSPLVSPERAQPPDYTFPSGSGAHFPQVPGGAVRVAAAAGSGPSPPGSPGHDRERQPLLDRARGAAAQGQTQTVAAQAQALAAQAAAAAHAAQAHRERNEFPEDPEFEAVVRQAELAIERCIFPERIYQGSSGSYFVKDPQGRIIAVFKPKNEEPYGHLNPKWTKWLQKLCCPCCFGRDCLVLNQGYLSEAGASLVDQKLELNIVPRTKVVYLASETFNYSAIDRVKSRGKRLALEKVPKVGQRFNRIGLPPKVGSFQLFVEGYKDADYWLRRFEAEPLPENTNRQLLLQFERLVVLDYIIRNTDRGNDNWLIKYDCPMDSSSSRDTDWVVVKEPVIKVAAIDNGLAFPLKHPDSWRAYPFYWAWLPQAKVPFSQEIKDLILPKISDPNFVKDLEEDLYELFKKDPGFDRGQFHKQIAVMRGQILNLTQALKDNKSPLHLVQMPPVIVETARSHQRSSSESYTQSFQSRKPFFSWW
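ADP-Glo luminescence measured ADP generated by PI4K2A enzyme (4 ug/mL before mixing) with 1.2 mM PI substrate (pre-mix) and 300 microM ATP (pre-mix). Tris pH7.5 buffer with MgCl2, Triton X-100; 1 h reaction at ambient temperature.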
LDHA inh = blocks human lactate dehydrogenase A; purified LDHA, NADH/diaphorase-resazurin fluorescence; hits give low values; 480,000 tested, 0.15% active; activity change, % (values are at about 110 or 230 µM); in the data active = activity change below about -30%; inconclusive = mostly about -25% to -30%;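 note: plate controls were DMSO wells for no effect and wells without enzyme for full effect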
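Human LDH5 (2 nM) was incubated with 0.06 mM NADH and 0.2 mM pyruvate for 5 min at room temperature in Tris pH 7.4. Remaining NADH was coupled through diaphorase/resazurin, and resorufin fluorescence was read at 0 and 20 min.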
Vif-APOBEC3F blk = blocks the Vif interaction with APOBEC3F. HeLa A3F-eYFP + Vif (tagged APOBEC3F with the HIV-1 protein that degrades it), YFP fluorescence increase. Potency, µM (titrated, usually from 46.1 µM), for inactives: top-dose activity, negative = active. 390,000 tested, 0.2% active. AID 602313; note: potency is the fitted concentration of half-maximal effect; % of control where 0% means no effect; nearly all actives have a fitted effect of over 65% in size
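HeLa cells stably expressing A3F-eYFP plus Vif, plated and incubated overnight at 37 deg C, then exposed to compounds overnight at 37 deg C. Blocked degradation read as raised yellow fluorescence (Ex 488/Em 500-530).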
Glioma ERSR ind = induces the endoplasmic reticulum stress response in human glioma cells | U87-MG GRP78 promoter luciferase reporter, 16 h | 420,000 tested, 0.02% active | Potency, µM, for inactives: at the highest dose activation, hits mostly activators | AID 602332; note: potency is the fitted concentration of half-maximal effect; series mostly up to about 76 µM; % of control where 0% means no effect; nearly all actives have a fitted effect of over 35% in size
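Stably transfected U87-MG glioma cells carrying a GRP78-based luciferase sensor; 16 h compound incubation. Luminescence end-point read 10 min after Bright-Glo addition at room temperature.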
TrxR1 substrate = substrates of rat thioredoxin reductase 1; O89049; purified TrxR1 substrate turnover, NADPH consumption readout; Potency, µM (doses to about 114 µM), for the others: at the top dose activity change, negative = substrate turnover; 390,000 tested, 0.01% active; AID 588456; note: potency is the fitted concentration of half-maximal effect; % is set by controls: 0 for no effect and ±100 for the full control effect; nearly all actives have a fitted effect of over 50% in size
Target sequence (O89049 whole entry, looked up): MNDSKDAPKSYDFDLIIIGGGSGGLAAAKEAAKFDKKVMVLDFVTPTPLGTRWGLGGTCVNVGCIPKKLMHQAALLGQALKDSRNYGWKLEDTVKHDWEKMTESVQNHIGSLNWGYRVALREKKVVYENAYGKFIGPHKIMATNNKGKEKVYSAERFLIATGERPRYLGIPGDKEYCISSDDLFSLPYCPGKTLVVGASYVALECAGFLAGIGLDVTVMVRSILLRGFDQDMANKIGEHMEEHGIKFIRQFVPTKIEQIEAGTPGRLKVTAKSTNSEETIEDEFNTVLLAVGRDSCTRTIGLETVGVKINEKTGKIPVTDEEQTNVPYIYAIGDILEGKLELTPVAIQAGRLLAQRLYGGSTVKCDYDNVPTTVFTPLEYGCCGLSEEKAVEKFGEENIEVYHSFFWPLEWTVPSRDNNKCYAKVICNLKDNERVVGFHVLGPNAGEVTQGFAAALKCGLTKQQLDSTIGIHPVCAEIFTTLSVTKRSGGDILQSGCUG
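Rat TrxR1, dispensed at 90 nM, was prereduced with 400 uM NADPH (final) for 5 min at ~22 deg C, then incubated with compound 15 min before 400 uM selenite. A first-read NADPH fluorescence drop versus no-compound background flagged substrates.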
Starred values were filed as active, the others as inactive; i = inactive; ? = inconclusive; / = no result given; & = joins results of further samples; [ ] = dose if it differs, or a comment. Unless noted, calls come from the whole dose curve; as a rule, active = well fitted curve in the direction sought with a large enough effect; inconclusive = small, poorly fitted or top-dose-only effect, or another doubt; inactive = no such curve, though single readings can be large; an effect the other way counts as inactive or inconclusive. Some of the compounds tested; count on the stated rates, not on these rows.

SMILES	Vif-APOBEC3G blk	mIDH1 inhibitor	RXFP1 ag	USP1 inh	PI4K2A block	LDHA inh	Vif-APOBEC3F blk	Glioma ERSR ind	TrxR1 substrate
COc1ccc(C2=CC(c3ccc(F)cc3)n3ncc(C(=O)Nc4ccc(C)cc4)c3N2)cc1 (centres undefined)	5%	12%	-0.6%	-8%	-3	0	1%	-2%	-5%
COC(=O)Cn1ncn2cccc2c1=O	-4%	2%	0.3%	-18%	4	-4	-4%	4%	8%
CCOc1ccc(NC(=O)CN2CCN(CC(=O)c3ccc(OCC)cc3)CC2)cc1	-2%	2%	0.4%	-22%	1	2	-16%	-6%	-2%[57.1 µM]
CCOc1ccc(C(=O)NNC(=O)CNC(=O)c2ccc(C)s2)cc1OC	0%	-5%	-0.3%	-20%	-4	-2	0%	-1%	6%
COC(=O)c1ccccc1Sc1c(/C=N/OC(=O)c2ccccc2)c(C(F)(F)F)nn1C	-9%	1%	2.7%	-22%	-1	-5	-1%	-3%	-1%
O=C(c1ccco1)N1CCN(Cc2cc(=O)c(OCc3cccc(Cl)c3)co2)CC1	-4%	-7%	0.3%	-8%	4	-1	-20%	-2%	1%[57.1 µM]
Cc1ccc2cc(C(c3nnnn3C3CCCC3)N3CCN(c4ccc(F)cc4)CC3)c(=O)[nH]c2c1 (centres undefined)	-2%	-1%	-1.8%	-23%	-2	0	3%	-5%	1%
Cc1c(/C=N/n2cnnc2)c2ccccc2n1C	2%	-1%	1.7%	-6%	7	-1	1%	-5%	-7%
Cc1nn(C(C)C(=O)NCCCN(Cc2ccccc2)C(C)C)c(=O)c2c1sc1ccccc12 (centres undefined)	0%	1%	4.7%	-7%	2	-4	3%	-5%	355%[activator]
CC1CCN(C(=O)CSc2nc3c(cnn3-c3ccccc3)c(=O)[nH]2)CC1	-1%	-4%	2.0%	?	-2	-8	1%	-1%	2%

The final 2 records of the part above come first, to join the parts.
SMILES	Vif-APOBEC3G blk	mIDH1 inhibitor	RXFP1 ag	USP1 inh	PI4K2A block	LDHA inh	Vif-APOBEC3F blk	Glioma ERSR ind	TrxR1 substrate
Cc1nn(C(C)C(=O)NCCCN(Cc2ccccc2)C(C)C)c(=O)c2c1sc1ccccc12 (centres undefined)	0%	1%	4.7%	-7%	2	-4	3%	-5%	355%[activator]
CC1CCN(C(=O)CSc2nc3c(cnn3-c3ccccc3)c(=O)[nH]2)CC1	-1%	-4%	2.0%	?	-2	-8	1%	-1%	2%
Cc1ccc(C(=O)C(C)OC(=O)C2CC(=O)N(C3CCCCC3)C2)cc1 (centres undefined)	-1%	9%	-0.3%	-20%	5	-4	3%	1%	2%
Nc1nc(NCCO)nc(NCC2CCCO2)c1[N+](=O)[O-] (centres undefined)	3%	-1%	2.5%	-6%	2	-4	0%	-3%	-20%
Cn1nnnc1SCC(=O)NC(=O)Cc1ccccc1	2%	4%	-0.1%	-23%	-1	1	-7%	1%	2%[57.1 µM]
O=C(COC(=O)/C=C/c1cc(Br)ccc1F)NC1CC1	0%	-8%	/	-2%	1	-13	-3%	1%	10%[57.1 µM]
c1ccc(CCC2CCCCN2Cc2nc(-c3ccc4c(c3)OCO4)no2)nc1 (centres undefined)	5%	1%	1.8%	-15%	1	0	-2%	5%	3%
CCOC(=O)c1cc(-c2ccc(OC)cc2)n(CCC(=O)NCc2ccccc2OC)c1C	0%	-7%	-1.6%	-10%	-5	5	5%	-1%	-10%[57.1 µM]
Cc1cc(C)c(S(=O)(=O)N2CCOC23CCN(S(C)(=O)=O)CC3)c(C)c1	0%	-2%	/	-20%	-2	1	0%	-2%	/
CCOC(=O)[C@@H]1[C@H]2COc3cc(OC)ccc3[C@H]2N2C(=O)N(c3ccc(C)cc3)C(=O)[C@]12C	-7%	6%	/	-31%	1	-6	7%	-1%	2%
O=C(O)c1ccc(Oc2ccc(S(=O)(=O)c3ccc(C(=O)O)c(C(=O)O)c3)cc2)cc1	0%	-2%	1.4%	3%	0	-2	-2%	-6%	-2%
COc1ccc(OCC(O)Cn2c(=N)n(Cc3ccccc3)c3ccccc32)cc1 (centres undefined)	-21%	0%	0.6%	-12%	-9	-1	-6%	-6%	12%[57.1 µM]
NC(=O)CC1(CC(=O)O)CCCCC1	1%	2%	-0.2%	-16%	-2	2	-3%	-6%	14%
COC(=O)c1c(NC(=O)CN(c2ccc(C)c(C)c2)S(C)(=O)=O)sc2c1CCCC2	-2%	2%	0.7%	-17%	2	1	5%	-4%	-7%
CCOC(=O)c1c(=O)n(O)c2ccc(OC)cc2[n+]1[O-]	2%	0%	0.9%	-5%	-1	7	5%	-5%	-18%
C=C(C)C(=O)Nc1cccc(C2=NOC3(C2)C[C@@H](C(N)=O)N(C(=O)/C=C/CC)C3)c1 (some centres undefined)	1%	-5%	-0.5%	-6%	?	-3	6%	-1%	7%[57.1 µM]
CCOc1ccccc1C(=O)N(C)CC(=O)Nc1ccc(OC)cc1	0%	3%	0.2%	?	-2	-7	8%	-1%	8%[57.1 µM]
COc1ccc(NC(=O)NCc2ccccn2)cc1	0%	-2%	0.7%	-7%	4	-1	3%	5%	-9%
CCOC(=O)c1sc2ncnc(OC)c2c1C	1%	2%	-3.9%	-7%	-2	-2	/	-2%	-6%
CCOC(=O)C1CCCN(C(=O)c2ccc(C)c([N+](=O)[O-])c2)C1 (centres undefined)	0%	3%	-0.1%	-16%	2	-7	-3%	-4%	-10%
COCCNC(=O)/C(C#N)=C/c1ccc(-c2ccc(OC)cc2[N+](=O)[O-])o1	-6%	6%	2.3%	-18%	4	-1	-6%	-2%	0%
COc1ccc(C(=O)Nc2ccccc2C(=O)NC(Cc2ccc(O)cc2)C(=O)NNC(=O)c2ccccc2)cc1 (centres undefined)	0%	2%	5.4%	-15%	-7	0	5%	7%	21%
O=C1NC(=S)S/C1=C/c1ccc(N2CCOCC2)o1	11µM*	?	-0.3%	?	-12	9	i	-1%	-15%
O=[N+]([O-])c1cccc(/C=N/n2cnnc2)c1	6%	-5%	0.5%	-13%	1	-5	13%	2%	-9%
Nc1nonc1C(=O)NCCc1ccccc1	2%	15%	0.3%	?	-2	0	2%	0%	5%
COc1cc(/C=C(\C#N)C(=O)Nc2ccc3ccccc3c2)c([N+](=O)[O-])cc1OC	1%	9%	1.8%	-21%	-9	13	-7%	-3%	-14%
Cc1nn2c(N)c(C#N)cnc2c1-c1ccc(Cl)cc1	0%	2%	16%	-21%	1	-9	-4%	0%	13%
O=C(/C=C/c1ccccc1)NC(=S)Nc1ncccn1	0%	-3%	2.2%	-9%	-2	-8	-2%	1%	5%[57.1 µM]
COc1ccc(Cl)cc1NC(=O)c1cc(-c2cc(C)ccc2O)n[nH]1	-1%	10%	-1.3%	-1%	2	-6	-11%	0%	4%
CN1C(=O)CSC1=NC12CC3CC(CC(C3)C1)C2	-9%	5%	0.8%	-14%	2	-1	1%	-2%	-7%[57.1 µM]
COCCn1nnnc1C(c1ccccc1)N1CCN(c2ccccc2)CC1 (centres undefined)	-3%	6%	0.0%	-10%	-13	-2	-6%	-1%	14%
N/C(=N\OCc1ccc([N+](=O)[O-])cc1)c1ccccn1	-1%	14%	-0.4%	-27%	?	-10	-2%	-15%	5%[57.1 µM]
O=C(COc1ccccc1[N+](=O)[O-])N1CCN(S(=O)(=O)c2ccccc2)CC1	0%	7%	2.0%	-24%	-1	-9	-6%	-2%	3%[57.1 µM]
CCOc1ccccc1N1CCN(C(=O)c2c(CC)noc2C)CC1	-1%	2%	0.6%	-18%	2	1	6%	-4%	5%
Cc1[nH]c2ccccc2c1C(=O)CN1CCC2(CC1)OCCO2	0%	3%	0.7%	-8%	8	0	1%	-6%	-8%
O=C1c2ccccc2C(Nc2ccc(F)c(Cl)c2)N1Cc1ccco1 (centres undefined)	-13%	12%	0.1%	-26%	-10	3	-2%	-3%	-4%[57.1 µM]
CCOc1ccc(N(CC(=O)OC)S(=O)(=O)c2ccc3c(c2)n(C)c(=O)c(=O)n3C)cc1	2%&0%	15%&18%	4.0%&0.8%	-6%&-28%	2&1	6&0	5%&3%	-4%&-3%	-2%[57.1 µM]
Fc1cccc(Cl)c1CSc1nnnn1-c1ccc2c(c1)OCO2	?	-1%	0.1%	-4%	0	3	-7%	-2%	4%
CCOc1ccc(/C=C/c2nc(C#N)c(NCCCN(C)C)o2)cc1	3%&2%	-4%&0%	6.0%&2.7%	-13%&-16%	-11&3	-3&0&3	3%&-17%	-3%&-3%	32%&40%[activator]
O=C1CC(=O)Nc2cc(S(=O)(=O)N3CCN(c4cccc(C(F)(F)F)c4)CC3)ccc2N1	-9%	18%	1.7%	-17%	-1	-6	0%	-1%	8%[57.1 µM]
O=C(c1ccccc1)N1CCN(C(=S)NCc2ccco2)CC1	0%	6%	5.1%	-16%	-3	-5	-2%	-6%	10%[57.1 µM]
O=C(NCc1ccc(OC(F)(F)F)cc1)C1CC(c2ccccc2[N+](=O)[O-])=NO1 (centres undefined)	1%	-5%	-0.9%	-15%	1	0	-3%	-2%	-9%
CC(C)(C)n1nnnc1C(c1ccc(C#N)cc1)N1CCCC2(CCCCC2)C1 (centres undefined)	2%	-1%	1.4%	-17%	0	1	0%	-3%	3%
O=C(COC(=O)CCc1nc2ccccc2c(=O)[nH]1)Nc1ccccc1Cl	1%	0%	1.7%	-16%	-9	1	6%	-1%	-10%[57.1 µM]
